# KOR beta-arrestin-1: kappa opioid receptor activators – cell-based, luminescence, uHTS, primary screen (AID 1777); KOR beta-arrestin recruitment, luminescence; higher % means a stronger effect; activation, % at 10 µM, or EC50 in µM where a hit was titrated; 0.02% of 280,000 active; in the data active means activation above about 50%, passing the limit was not always enough; further: a part of the inactive calls stands beside numbers as strong as those of hits
# MgcRacGAP inhibition: MgcRacGAP GTPase-activating activity inhibitors, confirmation, biochemical, ADP Hunter fluorescence; MgcRacGAP-stimulated Rac1 GTP hydrolysis, ADP Hunter fluorescence; higher % means a stronger effect; GST-tagged Rac1 F28L mutant substrate; inhibition, % at 30 µM, or IC50 in µM where a hit was titrated; 0.6% of 340,000 active;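 active means first-screen hits whose inhibition reached a set limit at any dose in the follow-up dose series; inconclusive means inhibition above the set first-screen limit but never retested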;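 further: fluorescence reports GDP produced by GAP-driven GTP hydrolysis; strong numbers were not always called active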
# KOR beta-arrestin-2: KOR antagonists, beta-arrestin recruitment, cell-based, luminescence, uHTS (AID 1778) | one-dose inhibition, % at 10 µM; IC50 in µM for titrated hits | 0.091% of 290,000 active | KOR beta-arrestin recruitment, luminescence, antagonist mode; higher % means a stronger effect; further: strong numbers were not always called active
# NOD1 inhibition: NOD1 signaling inhibitors, primary screen, cell-based, luminescence, uHTS (AID 1578) | one-dose inhibition, % at 4 µM; EC50 in µM for titrated hits | 1% of 290,000 active | NOD1-driven NF-kB luciferase reporter cells, luminescence; higher % means a stronger effect; in the data active means inhibition mostly above about 36%, no sharp cut-off; inactive means mostly below about 34%;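 further: HEK-293T reporter cells stimulated with the NOD1 agonist gamma-tri-DAP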
# GPR55 antagonists: GPR55 antagonists blocking LPI-driven arrestin recruitment, primary screen, imaging, U2OS, beta-arrestin-GFP, LPI agonist (AID 2013) | inhibition, % at 10 µM; hits with a dose series show IC50 in µM | 0.13% of 290,000 active | U2OS GPR55 beta-arrestin-GFP translocation imaging, LPI antagonism; higher % means a stronger effect;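 active means spots per cell inhibited over 60%, with over 100 cells counted and total cytoplasm intensity under 500,000; inconclusive means wells with under 100 cells, flagged as likely toxic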;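 further: U2OS cells stably carrying GPR55 and arrestin-GFP stimulated by 5 µM LPI near EC80; imaged beta-arrestin-GFP aggregate spots per cell after agonist stimulation; plate controls were LPI-stimulated DMSO wells for no effect and DMSO wells without LPI for full effect; some results filed as inactive read as strong as hits; confirmed hits need IC50 under 10 µM and bright autofluorescent wells are also inconclusive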
# SV40 large T antigen: SV40 large T antigen inhibitors, biochemical (AID 1903); SV40 large T antigen ATPase/helicase inhibition assay; higher % means a stronger effect; one-dose inhibition, % at 20 µM; IC50 in µM for titrated hits; 0.39% of 310,000 active; in the data active means a potency from the dose series; inconclusive means inhibition mostly from about 32% at the one dose, without a potency; inactive means the rest, 99 in 100 with inhibition below about 32%; further: strong numbers were not always called active
# NOD2 inhibition: NOD2 signaling inhibitors, cell-based, luminescence, uHTS, HEK293 (AID 1566); inhibition, % at 4 µM; hits with a dose series show EC50 in µM; HEK293 NOD2/NF-kB luciferase reporter, luminescence; higher % means a stronger effect; 0.63% of 290,000 active; further: many of its hits are not listed in these tables
# HIV peptide binding: cell-free HIV fusion peptide-binding blockers – biochemical, uHTS, fluorescence dequenching, primary screen (AID 1986) | cell-free peptide binding, fluorescence dequenching, 30 min; higher % means a stronger effect | one-dose inhibition, % at 20 µM; IC50 in µM for titrated hits | 0.3% of 290,000 active; in the data active means inhibition mostly above about 52%, no sharp cut-off; inactive means mostly below about 76%; further: some results filed as inactive read as strong as hits
# GPR55 beta-arrestin: selective activators of receptor GPR55 – imaging, U2OS cells, beta-arrestin-GFP redistribution, primary screen (AID 1961). U2OS GPR55 beta-arrestin-GFP redistribution imaging; higher % means a stronger effect. 0.048% of 290,000 active. activation, % at 10 µM; hits with a dose series show EC50 in µM;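 active means activation above 40% with more than 50 cells counted in the well; inconclusive means wells holding fewer than 50 cells, flagged as toxic or sparse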;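 further: U2OS osteosarcoma cells stably expressing GPR55 and beta-arrestin-GFP; plate controls were DMSO negative control for no effect and LPI positive control for full effect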
# The depositor's hits bear a star; ? = inconclusive; nt = not tested or not shown; [ ] = remark or other dose. Unless noted, no stated cut-off is given here; in the data, active means inhibition above about 50%; inactive means the rest. These rows are one share of the data; the hit share may differ from the screen's.
SMILES,KOR beta-arrestin-1,MgcRacGAP inhibition,KOR beta-arrestin-2,NOD1 inhibition,GPR55 antagonists,SV40 large T antigen,NOD2 inhibition,HIV peptide binding,GPR55 beta-arrestin
Cc1ccccc1N1C(=O)CC(=O)NC1=O,0.7%,5%,0%,-8%,2%,-9%,-5%,2.3%,-0.1%
O=C(Nc1cccnc1)c1c(O)c2c(n(Cc3ccccc3)c1=O)CCCC2,1.7%,14%,-12%,2%,12%,1%,12%,1.5%,0.2%
Cn1c(C(=O)O)c(CC(=O)N2CCN(Cc3ccccc3)CC2)c2ccccc21,-0.2%,7%,21%,3%,-5%,5%,15%,-3.0%,-0.2%
O=C1NC(=O)N(c2ccc3c(c2)OCO3)C(=O)/C1=C\c1ccc(N2CCCCC2)o1,-3.7%,6%,17%,-17%,23%,7%,4%,112%*,0.3%
Cc1cc(/C=C2\C(=O)NC(=O)N(c3ccc(Br)cc3)C2=O)c(C)n1-c1cc(C(=O)O)cc(C(=O)O)c1,-5.4%,41%,23%,-1%,5%,20%,6%,58%,-0.1%
O=[N+]([O-])c1ccc(/C=N/NC(=S)Nc2ccc(Cl)cc2Cl)s1,2.8%,14%,-10%,6.1µM*,-5%,21%,nt,3.3%,1.8%
COC(=O)c1ccc(CN2CCN(Cc3ccccc3)CC2)cc1,-6.1%,-3%,15%,12%,6%,5%,-15%,2.2%,0.2%
CC(C)c1cccc(C(C)C)c1OCCn1ccnc1,-3.1%,12%,13%,10%,-3%,17%,16%,-0.5%,0.0%
CCN(CC)c1ccc(CNCCc2ccc(F)cc2)cc1,-3.0%,8%,-36%,-44%,0%,9%,-8%,-1.9%,-0.2%
Cn1ccnc1P(=S)(c1nccn1C)c1nccn1C,-5.4%,-3%,-1%,-1%,13%,3%,9%,4.3%,0.4%
COc1ccc(N2C(=O)/C(=C/c3ccco3)C(=O)NC2=S)cc1,-6.0%,?,5%,-2%,5%,11µM*,16%,22µM*,0.0%
CN(C)C(=O)Oc1c(Cl)cc(Cl)c2cccnc12,-3.8%,7%,-27%[20 µM],-10%,18%,12%,18%,-0.6%,-0.1%
CC(C)C12CN3CC(C(C)C)(CN(C1)C3c1cccnc1)C2=O (stereo not given),-1.1%,15%,20%,17%,10%,5%,12%,-1.8%,-0.1%
Clc1cccc(CNCCc2ccc3c(c2)OCO3)c1,-6.2%,31%,14%,-2%,5%,6%,-10%,1.7%,-0.1%
CCCCCP(=O)(O)c1ccccc1,7.4%,9%,-1%,3%,4%,16%,11%,0.5%,-0.2%
COc1cc(OC)c(OC)cc1/C=C1\CCC/C(=C\c2cc(OC)c(OC)cc2OC)C1=O,-1.0%,nt,-21%,15µM*,7%,nt,13µM*,9.3%,0.5%
COc1ccc(OC)c(NC2=NCCS2)c1,26%,-1%,-28%[20 µM],-26%,17%,2%,-8%,0.5%,-0.1%
O=C(O)CCn1cc(C=C2C(=O)NC(=O)NC2=O)c(-c2cc3ccccc3oc2=O)n1,-5.8%,?,-1%[20 µM],-2%,2%,16%,31%,0.0%,-0.1%
O=C1/C(=C\c2cc3c(cc2Br)OCO3)N2CCC1CC2,2.7%,12%,-16%,49%,-16%,0%,-7%,11%,-0.3%
CCC1(c2ccccc2)C(=O)N(C)C(=O)N(C)C1=O,3.1%,2%,23%,-20%,20%,8%,11%,-1.7%,-0.2%
Clc1ccccc1NC1=NCCCS1,5.8%,9%,-22%,-13%,-4%,6%,-12%,0.1%,-0.4%
CCOP(=O)(OCC)C(NC(=O)c1cccc([N+](=O)[O-])c1)C(Cl)(Cl)Cl (stereo not given),1.4%,-8%,12%,1%,10%,9%,14%,0.3%,0.3%
CCCCn1c(O)c(C(C)=NCc2ccco2)c(=O)[nH]c1=O,4.7%,14%,15%,2%,-14%,17%,16%,-0.5%,0.0%
CC12CN3CC(C)(CN(C1)C31CCSCC1)C2=O,2.8%,8%,-30%,2%,16%,3%,-16%,0.1%,0.0%
COP(=O)(CC(=O)O)c1ccccc1 (stereo not given),0.5%,5%,-28%,2%,7%,9%,-2%,0.9%,-0.1%
CCN1CCN(CC(=O)c2c(C)n(Cc3ccccc3)c3ccc(OC)cc23)CC1,-2.9%,0%,-35%,-12%,57%,14%,7%,-0.8%,-0.1%
CCCCS(=O)(=O)N1CCN(C(=N)N[N+](=O)[O-])CC1,6.1%,nt,-15%,-28%,13%,4%,7%,0.7%,-0.3%
CCN(CC)c1ccc(N=Cc2c(O)n(Cc3ccco3)c(=O)[nH]c2=O)cc1,-0.1%,13%,-45%,-10%,9%,9%,8%,47%,29%
COc1ccc(C(=O)C2CCCN(Cc3ccccn3)C2)c(OC)c1 (stereo not given),nt,4%,-5%[20 µM],-27%,16%,7%,-10%,1.1%,0.2%
CCN1CCN(Cc2cc3c(cc2[N+](=O)[O-])OCO3)CC1,3.5%,2%,-58%[20 µM],-5%,-6%,26%,-5%,8.4%,0.8%
O=C(Cc1ccccc1)N1CCN(Cc2cccc(Br)c2)CC1,-0.4%,?,-7%,0%,-10%,25%,9%,-0.1%,-0.1%
Cc1ccc(-c2nn(Cc3ccccc3)cc2C=O)cc1C,2.5%,5%,-14%,-24%,-12%,4%,-9%,7.0%,0.2%
COc1ccc(C(=O)c2nc3ccccc3n2C(C)C)cc1,nt,0%,23%[20 µM],-15%,-3%,0%,-1%,-0.2%,0.3%
Cc1cccc(NC(=O)C(C)N2CC=C(c3ccccc3)CC2)c1 (stereo not given),-4.7%,-19%,20%,-17%,3%,18%,-21%,0.6%,-0.4%
Cc1cnc(NC(=O)CN2CCCCC2)s1,12%,4%,-8%,-9%,4%,-1%,9%,-1.1%,0.5%
C/C(CC(c1ccccc1)c1c(O)c2ccccc2oc1=O)=N\Nc1ccc([N+](=O)[O-])cc1[N+](=O)[O-] (stereo not given),0.5%,9%,41%,-5%,10%,26%,3%,1.2%,-0.3%
Cc1oc(-c2ccccc2)nc1CN1C(=O)C(C)N=C(c2ccccc2F)c2cc(Cl)ccc21 (stereo not given),-1.1%,0%,4%,-3%,34%,12%,-11%,-1.1%,-0.3%
CC(=O)Nc1ccc(OC(=O)N(C)c2ccccc2)cc1,-6.0%,12%,19%,-10%,-38%,-2%,-11%,18%,-0.1%
COc1ccc(OCC(=O)N2CCN(Cc3c[nH]c4ccccc34)CC2)cc1,-8.7%,19%,17%,-13%,6%,0%,3%,2.9%,0.2%
Cc1ccc(N2C(=O)NC(=O)/C(=C\C=C\c3ccco3)C2=O)cc1,nt,13%,-7%,nt,-9%,?,nt,75%,-0.1%
CN(C)C(CNC(=O)Cc1c(Cl)cccc1Cl)c1ccccc1 (stereo not given),12%,-4%,-17%,-29%,-4%,3%,-11%,0.0%,0.0%
Cc1ccccc1-n1c(-c2ccco2)nc2ccccc2c1=O,-0.4%,7%,-12%,-5%,11%,6%,14%,1.8%,0.1%
O=C(O)C(Cc1cnc[nH]1)NS(=O)(=O)c1ccc(Cl)cc1 (stereo not given),2.2%,6%,-12%,-14%,-2%,10%,8%,0.9%,0.6%
O=c1[nH]c2ccccc2o1,3.6%,0%,-32%,7%,-12%,4%,2%,1.0%,0.2%
Cc1ncc(CN2CCCC(C(=O)c3cccc(OC(C)C)c3)C2)s1 (stereo not given),nt,3%,-16%[20 µM],-4%,18%,-2%,0%,0.5%,-0.1%
CNC(=O)OCCc1nccn1C,0.0%,9%,24%,-16%,8%,11%,-8%,-0.8%,-0.3%
O=S(=O)(Nc1cccc(-c2cn3cccnc3n2)c1)c1ccc(-c2ccccc2)cc1,9.7%,9%,-30%,8.6µM*,10%,23%,10µM*,1.4%,0.0%
CCCCCCn1c(=O)c(C(=O)Nc2nc(CC(=O)OCC)cs2)c(O)c2ccccc21,1.6%,6%,-30%,59%*,-12%,15%,11%,-0.6%,-0.1%
CC(=O)C1C2c3ccccc3O[C@@]1(C)N=c1s/c(=C/c3ccoc3)c(=O)n12 (stereo not given in full),-2.9%,17%,-12%,14%,6%,21%,14%,16%,-0.1%
S=P(Nn1cnnc1)(c1ccccc1)c1ccccc1,0.2%,5%,-26%,-33%,-2%,4%,-3%,-1.0%,-0.2%
CN1C(=O)N(C)C(=O)C(CCc2ccncc2)(CCc2ccncc2)C1=O,0.6%,1%,-17%,-29%,-13%,20%,9%,0.6%,-0.1%
CCCCCCn1c(O)c(/C=N/N2CCCCCC2)c(=O)[nH]c1=O,1.9%,4%,32%,-2%,13%,3%,2%,-1.8%,0.3%
O=C1Nc2ccc(Br)cc2C(c2ccccc2)=NC1O (stereo not given),-1.1%,nt,-19%,-7%,-1%,21%,7%,-1.7%,0.0%
COc1ccccc1CNC(=O)CCC(=O)N1C[C@H]2C[C@@H](C1)c1cccc(=O)n1C2,0.1%,1%,-37%[20 µM],-20%,5%,2%,6%,-0.4%,0.7%
CC(=O)OC1CCC2(/C=N/O)C(=CCC3C4CCC(=O)C4(C)CCC32)C1 (stereo not given),-5.4%,9%,-8%[20 µM],-10%,-23%,18%,17%,1.5%,1.1%

# Eight structures out of the list, ordered by SMILES length, lowest first.
SMILES,KOR beta-arrestin-1,MgcRacGAP inhibition,KOR beta-arrestin-2,NOD1 inhibition,GPR55 antagonists,SV40 large T antigen,NOD2 inhibition,HIV peptide binding,GPR55 beta-arrestin
CNC(=O)OCCc1nccn1C,0.0%,9%,24%,-16%,8%,11%,-8%,-0.8%,-0.3%
S=P(Nn1cnnc1)(c1ccccc1)c1ccccc1,0.2%,5%,-26%,-33%,-2%,4%,-3%,-1.0%,-0.2%
O=C1Nc2ccc(Br)cc2C(c2ccccc2)=NC1O (stereo not given),-1.1%,nt,-19%,-7%,-1%,21%,7%,-1.7%,0.0%
CCCCCCn1c(O)c(/C=N/N2CCCCCC2)c(=O)[nH]c1=O,1.9%,4%,32%,-2%,13%,3%,2%,-1.8%,0.3%
CN1C(=O)N(C)C(=O)C(CCc2ccncc2)(CCc2ccncc2)C1=O,0.6%,1%,-17%,-29%,-13%,20%,9%,0.6%,-0.1%
O=S(=O)(Nc1cccc(-c2cn3cccnc3n2)c1)c1ccc(-c2ccccc2)cc1,9.7%,9%,-30%,8.6µM*,10%,23%,10µM*,1.4%,0.0%
CC(=O)C1C2c3ccccc3O[C@@]1(C)N=c1s/c(=C/c3ccoc3)c(=O)n12 (stereo not given in full),-2.9%,17%,-12%,14%,6%,21%,14%,16%,-0.1%
COc1ccccc1CNC(=O)CCC(=O)N1C[C@H]2C[C@@H](C1)c1cccc(=O)n1C2,0.1%,1%,-37%[20 µM],-20%,5%,2%,6%,-0.4%,0.7%
